# KOR beta-arrestin-1: KOR antagonists, beta-arrestin recruitment, cell-based, luminescence, uHTS (AID 1778) | Kappa-type opioid receptor (Homo sapiens) | KOR beta-arrestin recruitment, luminescence, antagonist mode; higher % means a stronger effect | inhibition, % at 10 µM; hits with a dose series show IC50 in µM | 290,000 tested, 0.091% active; further: strong numbers were not always called active
# LYP phosphatase: inhibitors of LYP phosphatase, biochemical, fluorescence intensity, uHTS (AID 1779); recombinant LYP phosphatase, fluorescence intensity; higher % means a stronger effect; one-dose inhibition, % at 11.5 µM; IC50 in µM for titrated hits; 290,000 tested, 0.054% active;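 further: plate controls were vehicle with enzyme for no effect and no enzyme for full effect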
# NOD1 inhibition: NOD1 signaling inhibitors, primary screen, cell-based, luminescence, uHTS (AID 1578) | inhibition, % at 4 µM; hits with a dose series show EC50 in µM | NOD1-driven NF-kB luciferase reporter cells, luminescence; higher % means a stronger effect | 290,000 tested, 1% active; in the data active means inhibition mostly above about 36%, no sharp cut-off; inactive means mostly below about 34%;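 further: HEK-293T reporter cells stimulated with the NOD1 agonist gamma-tri-DAP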
# HEK293 NOD2/NF-kB: NOD2 signaling inhibitors, cell-based, luminescence, uHTS, HEK293 (AID 1566) | inhibition, % at 4 µM; hits with a dose series show EC50 in µM | 290,000 tested, 0.63% active | HEK293 NOD2/NF-kB luciferase reporter, luminescence; higher % means a stronger effect; further: many of its hits are not listed in these tables
# KOR beta-arrestin-2: KOR agonists, beta-arrestin recruitment, primary screen, cell-based, luminescence, uHTS (AID 1777); 280,000 tested, 0.02% active; KOR beta-arrestin recruitment, luminescence; higher % means a stronger effect; activation, % at 10 µM; hits with a dose series show EC50 in µM; in the data active means activation above about 50%, passing the limit was not always enough; further: a part of the inactive calls stands beside numbers as strong as those of hits
# human PMI inhibition: inhibitors of human PMI, primary screen, biochemical, fluorescence intensity, coupled assay (AID 1209) | Mannose-6-phosphate isomerase (Homo sapiens) | purified PMI enzyme, coupled fluorescence intensity; higher % means a stronger effect | inhibition, % at 20 µM, or IC50 in µM where a hit was titrated | 190,000 tested, 0.42% active;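 further: plate controls were DMSO vehicle for no effect and wells lacking substrate for full effect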
# XIAP antagonists: XIAP antagonists, biochemical, IAP family, fluorescence polarization (AID 1018) | E3 ubiquitin-protein ligase XIAP (Homo sapiens) | XIAP BIR domain, fluorescence polarization peptide displacement; higher % means a stronger effect | one-dose displacement, % at 20 µM; IC50 in µM for titrated hits | 200,000 tested, 0.007% active; in the data active means displacement above about 50%; further: a part of the inactive calls stands beside numbers as strong as those of hits
# human PMI inhibitors: human PMI inhibitors, high substrate, primary screen, biochemical, fluorescence intensity, high mannose 6-phosphate (AID 1220) | Mannose-6-phosphate isomerase (Homo sapiens) | one-dose inhibition, % at 20 µM; IC50 in µM for titrated hits | recombinant PMI enzyme, coupled fluorescence intensity; higher % means a stronger effect | 190,000 tested, 0.66% active
# TNAP activators: human TNAP enzyme activators, primary screen, biochemical, luminescent, no phosphate acceptor, uHTS (AID 1001); Alkaline phosphatase, tissue-nonspecific isozyme (Homo sapiens); purified TNAP, luminescent activation assay, no phosphate acceptor; higher activation fold means a stronger effect; activation fold at 20 µM, or EC50 in µM where a hit was titrated; 200,000 tested, 0.03% active; in the data active means activation fold from about 3, or a potency from the dose series; inactive means the rest, 99 in 100 with activation fold below about 1.6; further: many of its hits are not listed in these tables
# Active calls of the source: *; · = no result given; [ ] = another dose, or the depositor's remark. Unless noted, no stated cut-off is given here; in the data, active means inhibition above about 50%; inactive means the rest. A portion of the library (hit frequency here may not be typical).
KOR beta-arrestin-1 | LYP phosphatase | NOD1 inhibition | HEK293 NOD2/NF-kB | KOR beta-arrestin-2 | mol | human PMI inhibition | XIAP antagonists | human PMI inhibitors | TNAP activators
19% | -5% | 0% | -31% | 3.2% | CC(=O)c1nn(-c2ccc(Cl)cc2)c(=O)[nH]c1=O | · | · | · | ·
-8% | -6% | -7% | 2% | 0.9% | CCc1ccc(NC(=O)c2cc(Br)ccc2Br)cc1 | 24% | -7.4% | 21% | 1.1
-56% | -14% | -10% | -6% | -1.3% | Cc1cc(O)c2c(C)c(CC(=O)N3CCN(C(=O)C4COc5ccccc5O4)CC3)c(=O)oc2c1 (stereo not given) | · | · | · | ·
-8% | -5% | 10% | -17% | -2.2% | O=C(N/N=C/c1cccc(Cl)c1)c1c(O)c2c([nH]c1=O)CCCC2 | · | · | · | ·
-16% | 2% | -13% | -66% | 12% | CCCN(CC(=O)Nc1cc(Cl)cc(Cl)c1)CC(=O)Nc1ccc(F)c(F)c1F | 24% | -6.1% | 13% | 1.3
4% | -11% | -13% | 14% | -1.7% | Cc1nc2nc(C)c(CCC(=O)N3CCOCC3)c(C)n2n1 | -8% | -6.7% | -5% | 1
-5% | 0% | 13% | -19% | -0.1% | Cc1cc(C(=O)CSc2nc3ccccc3c(=O)[nH]2)c(C)n1CC1CCCO1 (stereo not given) | -3% | -6.2% | 1% | 1.1
-28%[20 µM] | -4% | -14% | 12% | -3.2% | COC(=O)CCCC(=O)NC1CCCc2c1cnn2-c1ccc(F)cc1F (stereo not given) | · | · | · | ·
-27% | -4% | -6% | 10% | -0.5% | N#Cc1c(SCC(N)=O)nc2c(c1-c1ccncc1)CCCC2 | -35% | -2.9% | -21% | 1.1
-8% | -1% | 3% | 7% | -5.8% | COc1ccc(N2CCN(CC(=O)Nc3cc(C)on3)CC2)cc1 | 8% | -7.8% | 10% | 1.1
-18% | -2% | 2% | 24% | 2.1% | Cc1ccc(C)c(SCc2nc3sc(C(=O)O)c(C)c3c(=O)[nH]2)c1 | · | · | · | ·
-28% | -2% | 24% | 10% | -2.3% | COc1ccc(CN(C)CC(=O)Nc2sc3c(c2C#N)CCC3)cc1OC | 4% | -2.3% | 5% | 1.2

# The last 4 records of the section above are carried over, then new ones follow:
KOR beta-arrestin-1 | LYP phosphatase | NOD1 inhibition | HEK293 NOD2/NF-kB | KOR beta-arrestin-2 | mol | human PMI inhibition | XIAP antagonists | human PMI inhibitors | TNAP activators
-27% | -4% | -6% | 10% | -0.5% | N#Cc1c(SCC(N)=O)nc2c(c1-c1ccncc1)CCCC2 | -35% | -2.9% | -21% | 1.1
-8% | -1% | 3% | 7% | -5.8% | COc1ccc(N2CCN(CC(=O)Nc3cc(C)on3)CC2)cc1 | 8% | -7.8% | 10% | 1.1
-18% | -2% | 2% | 24% | 2.1% | Cc1ccc(C)c(SCc2nc3sc(C(=O)O)c(C)c3c(=O)[nH]2)c1 | · | · | · | ·
-28% | -2% | 24% | 10% | -2.3% | COc1ccc(CN(C)CC(=O)Nc2sc3c(c2C#N)CCC3)cc1OC | 4% | -2.3% | 5% | 1.2
21% | -7% | -22% | -3% | -4.9% | Cc1nnc(SCC(=O)NCc2cccs2)n1-c1ccccc1 | 13% | -6.2% | 10% | 1.1
-2% | -10% | -1% | 3% | 0.0% | CC(C)[C@H](NC(=O)N1CC(=O)Nc2ccccc21)C(=O)N1CCC(C(=O)O)CC1 | · | · | · | ·
-5% | -9% | -31% | 15% | 0.7% | CC(C)(CSc1nncn1N)NS(=O)(=O)c1ccc(Cl)cc1 | 6% | -1.4% | 1% | 1.1
7% | -6% | -26% | 5% | 1.3% | O=C(NCc1ccc2c(c1)OCO2)c1ccc(CS(=O)(=O)c2cccc(C(F)(F)F)c2)o1 | 17% | -2.3% | 18% | 1
-12% | -11% | -7% | -12% | -1.6% | COc1cc2c(cc1OC)[C@H](C)N(C(=O)NCc1ccccc1)CC2 | · | · | · | ·
-15% | -6% | 3% | 2% | -2.8% | O=C(N/N=C/c1cccs1)c1cnccn1 | -4% | -3.6% | -8% | 1
9% | -4% | -4% | -14% | 0.1% | S=c1nc[nH]c2c1[nH]c1ccc(Cl)cc12 | · | · | · | ·
-34% | -5% | 29% | 3% | 7.3% | CCOC(=O)c1ccccc1NC(=O)CSc1ccccc1 | -2% | -8.3% | -10% | 1
-24% | -8% | -2% | 1% | 0.7% | CCCCCC1CC(=O)C=C(C)C1C(=O)OC (stereo not given) | · | · | · | ·
30% | -4% | 50% | -7% | 2.7% | Cc1cc(SCC(=O)NCCC2=CCCCC2)nc2ccccc12 | -18% | -3.6% | -20% | 1.1
10% | -3% | -14% | 19% | 4.5% | O=C(O)c1ccc2c(c1)C(=O)N(N1C(=O)c3ccccc3C1=O)C2=O | -10% | -2.2% | -14% | 1.2
15% | 5% | 7% | -63% | -2.0% | COc1ccc(S(=O)(=O)N(Cc2ccccc2)c2ccccc2C(=O)Nc2ccccc2C(=O)NCc2ccco2)cc1 | 13% | -4.7% | 6% | 1.1
-6% | 1% | -27% | -2% | 6.8% | CCOC(=O)C1=C(C)NC2=C(C(=O)CCC2)C1c1ccsc1 (stereo not given) | 14% | -4.5% | 6% | 1.1
-5% | 6% | 25% | 1% | 3.4% | O=c1[nH][nH]c(C(F)(F)F)c1C=Nc1ccccc1 | -8% | -3.2% | 2% | 0.7
11% | 4% | -26% | -34% | 2.3% | CN1C(=O)/C(=C/c2ccc(-c3ccccc3[N+](=O)[O-])o2)SC1=Nc1ccc(Cl)c(C(=O)O)c1 | 3% | -2.4% | 34% | 0.9
-10%[20 µM] | -7% | -31% | 7% | · | O=C1CCC(C(=O)N2CCC(CO)(Cc3ccc(Cl)cc3)CC2)=NN1 | 4% | -8.0% | 2% | 1
-44% | 5% | 10% | 11% | 2.1% | CC1Cc2nc(SCC(=O)N3CCN(c4ccccc4)CC3)n(CCc3ccccc3)c(=O)c2S1 (stereo not given) | 16% | -4.3% | 17% | 0.9
13% | -6% | 3% | 11% | -2.2% | COc1cccc(C2C(C(=O)c3cccs3)=C(O)C(=O)N2CCN2CCOCC2)c1 (stereo not given) | · | · | · | ·
35% | -2% | 1% | 7% | -6.8% | CC1CN(c2oc(Cc3cccc4ccccc34)nc2C#N)CC(C)O1 (stereo not given) | 0% | -4.0% | 3% | 1.1
16% | -8% | -4% | 7% | -0.4% | O=C(Cc1n[nH]c(=O)c2ccccc12)OCC(=O)N(Cc1ccccc1)Cc1ccccc1 | · | · | · | ·
-21% | -8% | -36% | 15% | 9.7% | O=C(c1ccc(Oc2ccc([N+](=O)[O-])cc2Cl)cc1)N1CCCC1 | -7% | -8.4% | -5% | 1.1
-11% | -2% | 1% | 11% | -3.8% | CCCC1CC(c2csc(N)n2)CCO1 (stereo not given) | -2% | -5.7% | 3% | 1.1
4% | 0% | 6% | -9% | -2.7% | Cn1c(/N=C/c2ccc3c(c2)OCO3)nc2ccccc21 | -7% | -1.5% | -8% | 1.1
-13% | -6% | 18% | 12% | 14% | CCN(CC(=O)Nc1ccccc1OC)CC(=O)Nc1ccccc1-c1ccccc1 | -4% | -7.8% | 2% | 1
-16% | -4% | 11% | 8% | 8.5% | O=C(Oc1ccc2ccccc2c1)c1cncc(Br)c1 | 16% | -6.7% | 11% | 1.1
22% | 0% | -15% | -7% | 0.2% | O=C(c1cccs1)N1CCCc2ccccc21 | 6% | -2.8% | 1% | 1
-17% | -7% | 3% | 15% | -4.6% | CC1C(=O)N2CCCc3cc(S(=O)(=O)N(C)Cc4ccccc4)cc1c32 (stereo not given) | · | · | · | ·
-2% | -10% | -30% | 1% | -3.6% | Cc1c(C)c2ccc(OCC(=O)N3CCOCC3)c(C)c2oc1=O | 5% | -4.4% | 2% | 1.1
-25% | -1% | -16% | -18% | 3.6% | O=C(Nc1cc(C(F)(F)F)ccc1N1CCCCC1)c1cccc([N+](=O)[O-])c1 | 16% | -1.8% | 12% | 1.1
-24%[20 µM] | -2% | -36% | 0% | · | CSCCC(=O)N1CCCC(CNC(=O)c2ccc(-c3ccccc3)cc2)C1 (stereo not given) | · | -4.8% | · | 1.1
-9% | -7% | -52% | -58% | · | Cc1cccc(OCC(=O)Nc2ccccc2F)c1 | 13% | -2.2% | 5% | 1.1
42% | 9% | -17% | 14% | -2.9% | Cc1ccccc1NC(=O)/C(=C/c1ccco1)c1ccccc1 | -8% | -7.4% | -6% | 0.9
15% | -5% | -1% | 9% | -4.9% | CCC(C)NCC(=O)Nc1ccc([N+](=O)[O-])cc1C(=O)Nc1ccccc1F (stereo not given) | -4% | -3.8% | -6% | 1
-22%[20 µM] | -6% | -35% | -2% | -1.6% | COC(=O)c1c(NC(C)=O)sc(C(=O)Nc2ccccc2C)c1C | 7% | -3.7% | 10% | 1
6% | -9% | 32% | 39% | -7.4% | COCC(C)n1c(C)cc(C(=O)CSc2ccc(NC(C)=O)cc2)c1C (stereo not given) | -5% | -6.0% | -6% | 1
2% | -10% | -12% | 3% | -1.7% | COc1cc(CNC2CCCCCCC2)c(Br)cc1OCCO | · | · | · | ·
-17%[20 µM] | -8% | -28% | -2% | -5.5% | O=C(Cc1ccc(Cl)cc1)NCc1nc(-c2ccccc2)no1 | 13% | -0.5% | 11% | 1
-16%[20 µM] | -4% | -6% | 22% | -5.5% | CCOc1cc(NC(=S)NCC2CCCO2)c(OCC)cc1NC(=O)CC(C)C (stereo not given) | 10% | -1.6% | 15% | 1.1
-46%[20 µM] | -8% | -35% | -40% | -2.2% | CC12CCC(C(=O)Nc3nc4ccccc4s3)(OC1=O)C2(C)C (stereo not given) | 9% | -3.9% | 8% | 1.1
-5% | -7% | -4% | 19% | -1.4% | CCOC(=O)c1c(CSC(=N)N)n(-c2ccccc2)c2cc(Br)c(OC(C)=O)cc12 | · | · | · | ·
8% | -4% | -17% | 21% | -11% | C=C(C)c1cccc(C(C)(C)NC(=O)NCC2COCCO2)c1 (stereo not given) | 4% | -2.5% | 4% | 1
12% | -3% | -3% | 6% | 3.4% | O=C(O)/C(=C\c1cn(-c2ccccc2)nc1-c1cccnc1)NC(=O)c1ccccc1 | · | · | · | ·
-6% | -6% | -5% | 7% | 1.7% | CC(Sc1nnc(C2CC2)n1N)C(=O)NC1CCCCC1C (stereo not given) | · | · | · | ·
-44% | -6% | -14% | 2% | 0.2% | O=C(c1ccc2[nH]c(=O)c(=O)[nH]c2c1)N1CCc2ccccc21 | · | · | · | ·
-6% | -2% | -3% | 28% | 3.8% | O=C(O)CSc1ncnc2scc(-c3ccccc3)c12 | · | · | · | ·
21% | 9% | -16% | -6% | -2.4% | O=C(Nc1ccccc1)c1ccc(NCc2ccco2)c(S(=O)(=O)N2CCOCC2)c1 | 20% | -3.5% | 25% | 1.1
6% | -4% | -31% | 9% | -0.1% | COc1ccc(Cn2c(=O)cc(C)[nH]c2=S)cc1 | 3% | -5.5% | 3% | 1
1% | -1% | -22% | -18% | -1.2% | O=C(CCCN1C(=O)/C(=C/c2cccc(Br)c2)SC1=S)N1CCOCC1 | · | · | · | ·
12% | -5% | -8% | -4% | 3.6% | O=C(NCc1ccccc1)/C(NC(=O)c1ccccc1)=C(/Sc1ccccn1)c1ccccc1 | 4% | -2.9% | 0% | 1

# Screening results (PubChem)
